Screening data as filed in PubChem BioAssay.
KB-V1 cytotox = KB-V1 MDR subline cytotoxicity; KB-V1 MDR cells viability, CellTiter-Glo, 72 h; Potency, µM (top dose mostly 46.1 µM), inactives show top-dose activity change, negative = cytotoxicity, most hits filed as cytotoxic; 400,000 compounds, 3.4% hits; AID 1347076; note: potency is the fitted concentration of half-maximal effect; % is set by controls: 0 for no effect and ±100 for the full control effect; nearly all actives have a fitted effect of over 60% in size
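KB-V1 MDR subline cells in DMEM (phenol-red free, 10% FBS) exposed to compounds in qHTS concentration series for 72 h at 37 degrees C. Viability read by CellTiter-Glo luminescence; concentration-effect curves fitted after normalization and correction.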
IL-1B inflam inh = inhibitors of inflammasome signaling (IL-1 beta secretion); 360,000 compounds, 4.7% hits; activity change, % at 57.5 µM; THP-1 LPS/ATP IL-1B secretion, AlphaLISA, 16 h; active compounds read low; in the data active = activity change below about -50%; inconclusive = mostly about -30% to -49%; note: % is set by controls: 0 for no effect and ±100 for the full control effect
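Secreted IL-1B measured by AlphaLISA bead assay after 16 h compound exposure of THP-1 cells; compounds (final up to 57.5 uM) added 1 h before LPS (250 ng/mL) and ATP (1.25 mM) stimulation; lower signal means less secretion.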
SW480 rerep = DNA re-replication induction in SW480 cells; 340,000 compounds, 1.8% hits; AID 624297; SW480 DNA re-replication, Hoechst DNA content imaging, 48 h; Potency, µM (series often up to 46.1 µM), without a hit: top-dose re-replication activation, most hits filed as activators; note: potency is the fitted concentration of half-maximal effect; % of control where 0% means no effect; nearly all actives have a fitted effect of over 55% in size
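250 cells/well; 23 nL cpd via pin tool; 48 hr, 37 C, 5% CO2; Hoechst 40 min; imager read of total nuclear intensity, ex 405/em 500-530 nm.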
WRN helicase inh = inhibitors of human WRN helicase. Q14191. Potency, µM (top dose mostly 114 µM), for the others: at the top dose activity change, negative = inhibition, hits mostly inhibitors. WRN helicase unwinding, fluorescent forked duplex, kinetic. AID 651768. 360,000 compounds, 0.46% hits; note: potency is the fitted concentration of half-maximal effect; % is set by controls: 0 for no effect and ±100 for the full control effect; nearly all actives have a fitted effect of over 55% in size
Target sequence (Q14191 whole entry, looked up): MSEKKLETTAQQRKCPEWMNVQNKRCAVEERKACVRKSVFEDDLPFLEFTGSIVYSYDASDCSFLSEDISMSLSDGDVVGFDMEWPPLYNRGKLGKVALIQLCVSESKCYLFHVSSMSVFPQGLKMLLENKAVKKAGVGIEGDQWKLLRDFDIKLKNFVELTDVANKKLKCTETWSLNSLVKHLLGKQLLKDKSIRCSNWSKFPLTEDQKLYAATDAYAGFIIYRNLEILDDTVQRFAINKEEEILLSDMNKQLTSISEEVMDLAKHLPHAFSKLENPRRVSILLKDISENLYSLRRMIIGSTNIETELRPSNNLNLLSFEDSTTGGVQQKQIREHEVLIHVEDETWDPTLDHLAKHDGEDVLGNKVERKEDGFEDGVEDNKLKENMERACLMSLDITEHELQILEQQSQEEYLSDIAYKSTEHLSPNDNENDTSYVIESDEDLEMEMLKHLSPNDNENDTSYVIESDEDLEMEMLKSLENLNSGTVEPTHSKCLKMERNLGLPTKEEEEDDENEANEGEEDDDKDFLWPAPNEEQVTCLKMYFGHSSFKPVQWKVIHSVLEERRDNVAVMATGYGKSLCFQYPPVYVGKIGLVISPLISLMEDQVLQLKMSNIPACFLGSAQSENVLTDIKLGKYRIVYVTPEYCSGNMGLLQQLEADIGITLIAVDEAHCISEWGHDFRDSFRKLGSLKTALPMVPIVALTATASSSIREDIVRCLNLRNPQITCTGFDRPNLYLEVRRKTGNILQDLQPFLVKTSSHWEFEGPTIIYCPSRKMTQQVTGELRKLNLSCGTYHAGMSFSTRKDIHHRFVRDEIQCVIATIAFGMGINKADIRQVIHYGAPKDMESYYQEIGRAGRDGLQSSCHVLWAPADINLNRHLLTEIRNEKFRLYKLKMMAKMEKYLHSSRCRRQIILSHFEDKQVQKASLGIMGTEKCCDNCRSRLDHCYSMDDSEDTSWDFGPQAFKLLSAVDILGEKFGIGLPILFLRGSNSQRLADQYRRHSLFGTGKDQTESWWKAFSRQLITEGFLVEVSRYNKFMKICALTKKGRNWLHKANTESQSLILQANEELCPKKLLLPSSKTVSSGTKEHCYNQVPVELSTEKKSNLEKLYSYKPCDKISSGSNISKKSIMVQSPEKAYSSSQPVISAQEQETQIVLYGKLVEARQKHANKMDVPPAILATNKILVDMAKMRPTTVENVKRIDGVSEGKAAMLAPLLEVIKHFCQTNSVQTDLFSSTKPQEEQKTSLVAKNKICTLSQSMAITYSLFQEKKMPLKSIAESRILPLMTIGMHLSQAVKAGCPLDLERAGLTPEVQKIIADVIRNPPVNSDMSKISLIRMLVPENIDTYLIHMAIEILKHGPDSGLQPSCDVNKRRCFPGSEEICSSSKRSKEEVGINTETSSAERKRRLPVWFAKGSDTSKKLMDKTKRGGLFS
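WRN at 20 nM final was preincubated with compound for 15 min at room temperature; reaction started with 100 nM forked duplex oligonucleotide carrying fluorophore and quencher plus 2 mM ATP (final). Unwinding followed kinetically by red fluorescence (ex 525/em 598 nm).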
MCF10A rereplic = inducers of DNA re-replication in MCF 10A breast cells; MCF 10A DNA re-replication, Hoechst nuclear intensity, 48 h; Potency, µM (highest dose often 46.1 µM), for inactives: at the top dose activity, positive = re-replication, usual class: activators; 350,000 compounds, 2.9% hits; note: potency is the fitted concentration of half-maximal effect; % of control where 0% means no effect; nearly all actives have a fitted effect of over 50% in size
HT1080-NT tox = kills 2HG-producing HT-1080-NT fibrosarcoma cells; Potency, µM (highest dose often 46.1 µM), inactives show top-dose activity, negative = less viability, most hits filed as cytotoxic; 360,000 compounds, 1.6% hits; HT-1080-NT fibrosarcoma viability, CellTiter-Glo ATP luminescence, 48 h; AID 686970;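 note: NT is the 2HG producing partner of a matched IDH1 knockdown line; potency is the fitted concentration of half-maximal effect; 0% = DMSO-treated cells and -100% = media-only wells without cells; nearly all actives have a fitted effect of over 55% in size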
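HT-1080-NT fibrosarcoma cells (2HG-overproducing), 750 cells/well in RPMI with 5% FBS, dosed after 2 h and incubated 48 h at 37C. CellTiter-Glo luminescence normalized to DMSO and no-cell wells; concentration-response curves fitted and classed.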
HT1080 IDH1KD tx = toxicity to HT-1080 IDH1 knockdown cells (counter line); HT-1080 IDH1 knockdown viability, ATP luminescence, 48 h; Potency, µM (series often up to 46.1 µM), for the others: top-dose activity, negative = toxicity, hits mostly cytotoxic; 360,000 compounds, 2% hits;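 note: potency is the fitted concentration of half-maximal effect; 0% = DMSO wells and -100% = cell-free medium wells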
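Assay cells: HT-1080 with IDH1 knockdown, 750 per well, RPMI/5% FBS. Exposure: 48 h at 37 °C following 2 h pre-incubation. Read: CellTiter-Glo luminescence; fitted concentration-response, curve class assigned.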
KB-3-1 tox = kills parental KB-3-1 adenocarcinoma cells. Potency, µM (titrated, usually from 46.1 µM), inactives show at the top dose activity change, negative = cytotoxic, usual class: cytotoxic. KB-3-1 viability, CellTiter-Glo ATP luminescence, 72 h. 400,000 compounds, 1.4% hits. AID 1347075; note: potency is the fitted concentration of half-maximal effect; % is set by controls: 0 for no effect and ±100 for the full control effect; nearly all actives have a fitted effect of over 60% in size
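Multi-concentration cytotoxicity screen in KB-3-1 cells grown in DMEM lacking phenol red with 10% FBS. After 72 h at 37 °C with compound, ATP-dependent luminescence was recorded.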
ATXN2 expr inh = inhibitors of ATXN2 expression. Potency, µM (series often up to 57 µM), for the others: at the highest dose activity change, negative = inhibition, hits mostly inhibitors. 360,000 compounds, 0.72% hits. AID 1745845. HEK-293 ATXN2-luciferase reporter, luminescence, 24 h; note: potency is the fitted concentration of half-maximal effect; % is set by controls: 0 for no effect and ±100 for the full control effect; nearly all actives have a fitted effect of over 55% in size
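ATXN2-luciferase reporter cells (luciferase flanked by upstream and downstream ATXN2 gene portions) were treated 24 h at 37 °C with compounds at up to 57 uM. SteadyGlo luminescence gave expression; GF-AFC fluorescence gave viability.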
The depositor's hits bear a star; ? = inconclusive; . = no result given; [ ] = another dose, or the depositor's remark. Unless noted, calls come from the whole dose curve; as a rule, active = well fitted curve in the direction sought with a large enough effect; inconclusive = small, poorly fitted or top-dose-only effect, or another doubt; inactive = no such curve, though single readings can be large; an effect the other way counts as inactive or inconclusive. Rows were taken by chance; any-hit rate near 12%.

SMILES	KB-V1 cytotox	IL-1B inflam inh	SW480 rerep	WRN helicase inh	MCF10A rereplic	HT1080-NT tox	HT1080 IDH1KD tx	KB-3-1 tox	ATXN2 expr inh
COc1ccc(COC(=O)N/N=C(\C)CC(=O)Nc2ccc(Cl)cc2)cc1	?	?	-4%	-12%	3%	-11%	1%	9%	-2%
CCOC(=O)[C@]12CCCC=C1N(Cc1ccco1)C(=O)[C@H](CC(=O)N1CCCC1)C2	?	0	.	-12%	.	26%	-4%	-3%	9%
O=C(O)COc1c(-c2ccc(Cl)cc2)oc2ccccc2c1=O	2%	13	1%	-6%	1%	-6%	-6%	-2%	?
Cc1cc(=O)oc2cc(OCC(=O)N3CCOCC3)ccc12	18%	0	1%	-29%[57.1 µM]	-3%	13%	7%	20%	6%
CC12C=CC(=O)C=C1CCC1C3CCC(O)(C(=O)CO)C3(C)CC3OC312 (centres undefined)	4%	-5	1%	-4%	?	11%	4%	3%	-6%
CC(=O)N(C)C[C@H]1Oc2ncc(Br)cc2C(=O)N([C@H](C)CO)C[C@@H]1C	-2%	17	.	5%	.	-14%	0%	-8%	6%
CCn1c(C(Cc2ccccc2)NC(=O)COC)nc2ccccc21 (centres undefined)	14%	-18	0%	-6%	-7%	-3%	-3%	-17%	-8%
Cc1ccc(-c2nc3ccccc3[nH]2)cc1NC(=O)/C=C/c1ccco1	?	?	-2%	-17%	0%	?	?	-7%	38%
CCOC(=O)c1nc2sc3c(c2c(=O)[nH]1)CCC(C)C3 (centres undefined)	11%	-27	0%	-4%	?	1%	0%	6%	-1%
O=C(COC(=O)c1ccc([N+](=O)[O-])cc1Cl)Nc1cccnc1Cl	8%	18	10%	-9%	-17%	2%	-2%	-2%	1%
N#CCC(=O)NNc1c([N+](=O)[O-])cc(C(F)(F)F)cc1[N+](=O)[O-]	-8%	-25	?	-16%	-6%	-27%	-23%	-28%	-31%
COC(=O)c1ccc(NS(=O)(=O)c2ccc(-c3cc(C)no3)s2)cc1	?	21	1%	0%	?	-5%	-20%	6%	6%
C[C@H]1CCC(=O)N([C@H](COc2ccccc2)Cc2ccccc2)CC1	-1%	-4	-5%	4%	?	-5%	-14%	?	?
O=C(CC1SC(=Nc2ccc(O)cc2)NC1=O)Nc1ccccc1 (centres undefined)	19%	-10	-62%[inhibitor]	-13%	?	10%	13%	-3%	9%
COc1ccc2oc(C(=O)OCC(=O)N3CCCCC3)c(C)c2c1	0%	-12	-50%[inhibitor]	-10%	-2%	-8%	-1%	1%	30%
COc1cc2c(cc1NC(=O)CSc1ccccc1)oc1ccccc12	24%	13	-3%	-6%	18%	7%	13%	10%	20%
CC1CCN(C(=O)CSc2nnc(CN3CCOCC3)n2-c2ccccc2)CC1	?	0	-7%	3%	4%	13%	-2%	1%	5%
CCOC(=O)Cc1c(C)nc2cc(C)nn2c1C	-1%	-10	?	-11%	94%	-1%	-3%	-1%	5%
Cc1ccc2nc(-c3cccc(NS(C)(=O)=O)c3)cc(-c3ccccc3)c2c1	18µM*	-100*	?	-19%	?	-2%	-22%	?	-30%
O=C(NCc1ccncc1)C1CCN(S(=O)(=O)c2ccc(Cl)c(C(F)(F)F)c2)CC1	-23%	-9	7%	1%	-1%	-9%	-17%	-6%	-12%
CCCc1nc(SCC(=O)N2CCCc3ccccc32)c2c(=O)n(C)c(=O)n(C)c2n1	-5%	59	14%	-1%	?	2%	2%	?	-4%
Cc1ccc2ccc(C)[n+](CCCS(=O)(=O)[O-])c2c1	5%	24	6%	11%[57.1 µM]	0%	10%	-6%	4%	-11%
c1cncc(CN=C2Nc3ccccc3CS2)c1	1%	7	6%	-21%	0%	5%	11%	5%	15%[11.3 µM]
CCSc1nnc(NC(=O)[C@@H](NC(=O)c2ccc(C(C)(C)C)cc2)C(C)C)s1	-10%	27	?	-13%	?	-21%	-21%	-18%	-7%
Fc1ccc(F)c(NC2=NCCCCC2)c1	25%	-6	-3%	-3%	-7%	14%	17%	5%	3%

New compounds follow
SMILES	KB-V1 cytotox	IL-1B inflam inh	SW480 rerep	WRN helicase inh	MCF10A rereplic	HT1080-NT tox	HT1080 IDH1KD tx	KB-3-1 tox	ATXN2 expr inh
CSc1ccccc1Nc1ncnc(N)n1	28%	-5	-6%	-3%	-3%	5%	0%	31%	8%
Cc1ccc(C(=O)OCC(=O)NCCc2ccc(S(N)(=O)=O)cc2)o1	.	-3	1%	-26%	23%	1%	2%	.	-4%
Cc1coc2c(C)c3oc(=O)c(CCC(=O)NCCCn4ccnc4)c(C)c3cc12	-22%	?	?	-1%	-11%	0%	-6%	-21%	0%
CCN(CC)CCNC(=O)c1ccc(NC(=O)c2ccc(S(=O)(=O)N3CCCCCC3)cc2)cc1	?	-8	13%	6%	22%	-7%	-3%	?	-8%
O=C(COc1cc(F)ccc1[N+](=O)[O-])Nc1ccc(N2CCCCC2)cc1	?	-67*	17%	-12%	?	0%	-23%	-6%	-34%
C[C@H]1CCC[C@]2(CC(=O)c3cc(F)ccc3O2)C1	25%	4	-10%	0%	26%	13%	12%	8%	1%
CCCC(=O)N(Cc1cc(=O)[nH]c2ccccc12)c1ccccc1OC	-11%	2	-1%	18%	7%	-5%	-9%	1%	13%
Cc1csc(NC(=O)c2cccc([N+](=O)[O-])c2C(=O)O)n1	7%	13	-7%	-3%	-9%	15%	-3%	-7%	.
CC(Oc1ccccc1)C(=O)NC1C(=O)N2C1SC(C)(C)C2C(=O)O (centres undefined)	-3%	-20	-9%	6%	-3%	14%	18%	4%	3%
CCOc1ccc(CNCc2ccccc2Cl)cc1	5%	?	-51%[1.84 µM]	-1%	23%	-71%	-18%	?	-7%
Cc1cc(C)c(OCCCn2ccnc2)c(C)c1	0%	0	-22%	-4%	15%	7%	2%	-1%	-18%
CCCn1c(SCC(=O)Nc2ccc(OC)cc2)nnc1-c1ccncc1	4%	-2	2%	-4%	3%	12%	19%	23%	0%
O=C(Cn1nnc(-c2cccc(C(F)(F)F)c2)n1)NC1CCCC1	-5%	9	-4%[9.22 µM]	3%	0%	-9%	-11%	16%	-17%
CCOc1ccc(OCC(=O)OCC(=O)N(CC(C)C)c2c(N)n(Cc3ccccc3)c(=O)[nH]c2=O)cc1	29%	5	-3%	4%	-1%	-3%	-1%	2%	-2%
N#CCc1nc2n(n1)Cc1ccccc1-2	-5%	1	-1%	-4%	27%	1%	0%	-9%	-7%
CCN(CC(=O)NCc1ccc(Cl)cc1)C(=O)COc1ccc(Cl)cc1Br	?	-10	-1%	1%	22%	-9%	-9%	-20%	-13%
Cc1ccc(C(=O)NCc2cccs2)cc1S(=O)(=O)N1CCCCC1	?	1	-4%	-11%	0%	-4%	0%	0%	-15%
CC/C(=N\NC(=O)CSCc1ccc(Cl)cc1)c1ccc2c(c1)OCCO2	-29%	-21	2%	7%	2%	-23%	0%	12%	-2%
O=C(CN1C(=O)NC2(CCCCC2)C1=O)NCCc1ccccc1	-1%	13	1%	-5%	-6%	1%	0%	2%	.
O=C(NCc1ccccc1)c1ccc(=O)oc1	0%	25	-14%	2%	-2%	-10%	-12%	0%	6%
CN(C)c1ccc(NC(=O)CC(NCc2ccccn2)C(=O)O)cc1 (centres undefined)	-1%	20	-13%	10%	-1%	-2%	0%	0%	5%
CCOC(=O)c1cnn(-c2nc3c(C)cccc3s2)c1C	-5%	3	-5%	1%	2%	17%	5%	8%	9%
Cc1ccc(S(=O)(=O)NC2(C(F)(F)F)NC(=O)N(c3ccccc3F)C2=O)cc1 (centres undefined)	3%	6	-11%	0%	-6%	10%	11%	14%	-16%
O=C(O)CCC(=O)Nc1ccccc1C(=O)NCc1ccco1	22%	15	1%	-5%	7%	13%	7%	1%	2%
CC(=O)Cc1nsc(NC(=O)c2cn(-c3ccccc3)nc2-c2ccc(Br)cc2)n1	3%	-15	-16%	3%	-2%	3%	-4%	1%	.

(next part)
SMILES	KB-V1 cytotox	IL-1B inflam inh	SW480 rerep	WRN helicase inh	MCF10A rereplic	HT1080-NT tox	HT1080 IDH1KD tx	KB-3-1 tox	ATXN2 expr inh
CCOC(=O)[C@H]1[C@H]2COc3ccc(Br)cc3[C@@H]2N2C(=O)CN(Cc3ccc(F)cc3)C(=O)[C@@]12C	-17%	-13	23%	1%	?	5%	1%	?	-12%
CCOc1ccc(/C(=N\O)C(C)NO)cc1 (centres undefined)	7%	4	-9%	-9%	-4%	4%	13%	5%	19%
c1ccc2oc(C3=NNC(=NC4CC4)SC3)cc2c1	8%	-17	?	-2%	12µM*	-2%	-5%	9.2µM*	?
O=C(NCCC1=CCCCC1)C(=O)c1c[nH]c2ccccc12	-1%	-16	-5%	4%	0%	-10%	-10%	-5%	58%[activator]
O=C(Nc1ccccc1)c1cc(C2CCCCN2S(=O)(=O)c2cccs2)on1 (centres undefined)	2%	-14	.	-3%	.	-17%	-23%	-6%	10%
CCN1C(=O)C(O)(CC(=O)c2ccccn2)c2ccccc21 (centres undefined)	3%	29	1%	7%	8%	3%	2%	-1%	.
CCCc1nc(N2CCOCC2)c(C#N)c2c1CCCC2	?	52	-7%[9.22 µM]	-1%	10%	-10%	-12%	22%	2%
COC(=O)c1cn[nH]c1NC(=S)Nc1ccc(C)cc1Cl	-7%	19	-2%	-4%	-1%	1%	9%	1%	-15%
CC(C)(C)CC(=O)Nc1cc2c3c(c1)CCN3C(=O)CC2	-2%	11	-7%	0%	6%	4%	0%	1%	.
